GCN5L2 inh: qHTS Assay for Inhibitors of GCN5L2; Histone acetyltransferase KAT2A (Homo sapiens), Q92830; GCN5L2 HAT assay, ThioGlo1 CoA-SH fluorescence; Potency, µM (doses to about 58.9 µM), for inactives: top-dose activity change, negative = inhibition, usual class: inhibitors; 0.21% of 390,000 active; AID 504327, 2011
Target sequence (Q92830 whole entry, looked up): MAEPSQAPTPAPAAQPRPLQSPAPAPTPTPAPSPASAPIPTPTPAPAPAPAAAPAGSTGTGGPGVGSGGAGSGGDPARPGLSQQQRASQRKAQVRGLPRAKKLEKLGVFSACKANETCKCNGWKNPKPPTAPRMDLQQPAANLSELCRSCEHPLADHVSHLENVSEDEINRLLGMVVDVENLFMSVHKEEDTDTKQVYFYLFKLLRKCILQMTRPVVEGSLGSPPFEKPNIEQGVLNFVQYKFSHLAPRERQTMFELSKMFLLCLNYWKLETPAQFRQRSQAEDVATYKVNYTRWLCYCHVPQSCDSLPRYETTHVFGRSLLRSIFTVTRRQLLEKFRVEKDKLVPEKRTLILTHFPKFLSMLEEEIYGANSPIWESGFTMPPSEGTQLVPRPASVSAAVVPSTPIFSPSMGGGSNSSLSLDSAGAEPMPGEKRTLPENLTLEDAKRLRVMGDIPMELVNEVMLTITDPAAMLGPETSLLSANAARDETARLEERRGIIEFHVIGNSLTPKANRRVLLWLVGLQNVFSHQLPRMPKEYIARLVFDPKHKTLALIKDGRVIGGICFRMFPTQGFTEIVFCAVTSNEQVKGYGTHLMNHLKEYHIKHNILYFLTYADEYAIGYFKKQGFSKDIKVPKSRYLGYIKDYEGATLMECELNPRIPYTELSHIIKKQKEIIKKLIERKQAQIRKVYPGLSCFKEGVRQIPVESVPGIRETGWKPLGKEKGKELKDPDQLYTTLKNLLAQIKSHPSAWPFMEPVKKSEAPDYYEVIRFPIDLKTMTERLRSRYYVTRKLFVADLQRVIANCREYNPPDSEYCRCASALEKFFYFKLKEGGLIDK
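GCN5L2 (20nM final) in 50mM HEPES, 0.1mM EDTA pH 7.5, 0.01% Tween-20 was preincubated 15 min at room temperature with compound, then given ThioGlo1 (50uM), H3(1-25) peptide (75uM) and acetyl-CoA (70uM); CoA-thiol fluorescence (Ex340/Em540) was read at 0 and 20 min.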
N370S GC mod: qHTS Assay for Inhibitors and Activators of N370S glucocerebrosidase as a Potential Chaperone Treatment of Gaucher Disease; N370S GC spleen homogenate, 4MU-glucoside fluorescence; 0.092% of 330,000 active; Potency, µM (series often up to 59.4 µM), inactives show at the top dose activity change, negative = inhibition, hits mostly inhibitors;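 also: 0% = full enzyme activity and -100% = no enzyme basal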
FEN1 inhibitor: qHTS Assay for the Inhibitors of Human Flap endonuclease 1 (FEN1) | P39748 | Recombinant FEN1 flap cleavage, fluorescence, 15 min | Potency, µM (top dose mostly 114 µM), without a hit: at the top dose activity change, negative = inhibition, usual class: inhibitors | 0.35% of 390,000 active; also: nearly all actives have a fitted effect of over 65% in size
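Recombinant FEN1 (10 nM) was preincubated with pin-transferred compounds for 15 min at room temperature, then flap DNA substrate (50 nM final) was added. Plates were read at 0 and 15 min, and normalized concentration–response data were fitted to a four-parameter Hill equation.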
Numbers without * were called inactive; ? = inconclusive; . = not tested or not shown; & = joins results of further samples; [ ] = remark or other dose. Calls follow the shape of the dose curve; as a rule, active = well fitted curve in the direction sought with a large enough effect; inconclusive = small, poorly fitted or top-dose-only effect, or another doubt; inactive = no such curve, though single readings can be large; an effect the other way counts as inactive or inconclusive. Unless noted, % is scaled to controls: 0 for no effect and ±100 for the full control effect; potency is read from the fitted curve at half-maximal effect. Some of the compounds tested (hit frequency here may not be typical).

SMILES | GCN5L2 inh | N370S GC mod | FEN1 inhibitor
Cc1cc2ccccn2c1C(=O)Nc1ccccc1 | -7% | 12% | 9%
O=C(NN1C(=O)C2C3c4ccccc4C(c4ccccc43)[C@@H]2C1=O)c1ccccc1 (stereo not given in full) | 37%[activator] | 0% | 6%
COc1ccc(CC(=O)NC2CC2)cc1OC | 2% | -1% | 7%
COc1ccccc1N1C(=O)c2cccc3c(Cl)ccc(c23)C1=O | -10% | -1% | 2%
O=c1[nH]c(N2CCCCC2)nc2c1CCCC2 | -1% | 5% | -6%
Cc1onc(C(=O)Nc2ccccc2C(F)(F)F)c1[N+](=O)[O-] | 3% | -11% | 1%
Cc1ccc(CSc2nnc(SCC(=O)N/N=C/C=C/c3ccco3)s2)cc1 | -19% | 5% | -9%
NNC(=O)c1nnn(-c2nonc2N)c1CN1CCCC1 | -3% | 1% | -5%
CCOC(=O)c1sc2nccc(OC)c2c1N=CNOC | 1% | 14% | -11%
CCOC(=O)C1CCC(CN(Cc2c(Cl)cccc2Cl)S(=O)(=O)c2ccc(F)c(C)c2)CC1 (stereo not given) | -12% | . | 8%

SMILES | GCN5L2 inh | N370S GC mod | FEN1 inhibitor
COc1ccc(-c2noc(-c3ccc(N4CCC(C)CC4)c([N+](=O)[O-])c3)n2)cc1OC | -9% | . | -12%
Cc1ccc(C)c(N2CCN(C(=O)c3cc4c(=O)n(Cc5ccccc5)ccc4nc3C)CC2)c1 | 3% | . | -20%
Cc1ccc(C)c(N2CCN(CCCNC(=O)Cn3ncc4c5ccccc5n(C)c4c3=O)CC2)c1 | 2% | . | 12%
O=C(OC1CCCCC1)c1ccc(NC(=O)c2ccco2)cc1 | -10% | 5% | -22%
CCCc1cc(=O)oc2c3c(c4c(c12)OC(C)(C)C=C4)OC(C)C(C)C3O (stereo not given) | -14% | ? | -3%
Cc1ccc(S(=O)(=O)N(CC(=O)NCC2CCCO2)Cc2cccc(C)c2)cc1 (stereo not given) | -1% | 0% | -1%
CCOc1ccc(CCNC(=O)C2=C(C)C(=O)OC23CCCCC3)cc1 | -3% | . | 16%
CCOc1cc(CNC(=O)c2ccccc2NC(=O)c2nsc3ccccc23)ccc1OC | -7% | . | 0%
COc1cc(/C=C2\SC(N)=NC2=O)ccc1OCC(=O)Nc1ccc(C)cc1 | -3% | 4% | -20%
CC1(C)Cc2cccc(OCC(=O)Nc3ccccc3C(F)(F)F)c2O1 | 1% | 24% | 7%

SMILES | GCN5L2 inh | N370S GC mod | FEN1 inhibitor
O=C(Cn1ccc2ccccc2c1=O)NCC(=O)N1CCN(c2ccc(F)cc2)CC1 | -2% | 2% | -9%
O=C(Oc1nsnc1N1CCOCC1)c1ccccc1 | -5% | 2% | -3%
Cc1nc2nc(COc3ccccc3)[nH]n2c(=O)c1Cl | -4% | 3% | -2%
CC(=O)c1ccc(OCc2cc(C(=O)N3CC4C[C@@H]5CC3C[C@H](C4)C5)no2)cc1 | -6% | 5% | 7%
Nc1ccnn1-c1ccccc1 | 13% | 3% | 19%
Cc1ccc(OCC(=O)Nc2ccc(OCc3cc(=O)n4c(C)csc4n3)cc2)cc1C | -18% | . | -5%
CC(=O)c1ccc(OCC(=O)c2cc(C)n(-c3ccc4c(c3)OCO4)c2C)cc1 | -6% | 1% | 6%
Cc1nc2ccccc2c2c(N)c3ccccc3n12 | -5% | 2% | -14%
O=C(Cc1coc2ccc3ccccc3c12)N1CCN(c2ncccn2)CC1 | -11% | -8% | 9%
Cc1cc(C)cc(OCC(=O)Nc2cccc(-c3nc4ccccc4[nH]3)c2)c1 | -6% | . | -9%

SMILES | GCN5L2 inh | N370S GC mod | FEN1 inhibitor
Cc1ccc(NCc2nc3ccccc3n2CCOc2ccccc2C)cc1 | -12% | . | -4%
C#CCOCCOCCOCCNc1nc(N2CCN(C(=O)[C@H](CCC(=O)O)n3cc(C(N)[C@H](C)CC)nn3)CC2)nc(N2CCN(C(=O)[C@H](Cc3cc4ccccc4[nH]3)n3cc(C(N)[C@H](C)CC)nn3)CC2)n1 (stereo not given in full) | -4% | -6% | .
C=CSc1sc(Cl)c(N(CC)CC)c1[N+](=O)[O-] | 6% | 4% | -6%
CCN(CC)C(=O)COc1ccc(-c2ccccc2)cc1 | -4% | 1% | 11%
Cc1ccc2cc3c(N)c4c(C)ccc(C)c4nc3nc2c1 | 0% | 0% | -9%
CC1=C(C(=O)Nc2cc(Cl)ccc2C)C(c2ccco2)n2ncnc2N1 (stereo not given) | 19% | . | 8%
Cc1ccc(-c2ccccc2)n1-c1ccc(C(=O)O)cc1 | -7% | 0% | -7%
COc1ccc(OCC(=O)OC2CCCN(C)C2)cc1 (stereo not given) | -1% | -4% | -1%
CC(C)c1ccc(NC(=S)N(C)CCc2ccccn2)cc1 | 1% | -1% | -2%
CCOC(=O)N1CCN(c2ccnc3cc(Cl)ccc23)CC1 | -6% | -1% | -17%

Profiles from above. Order of screens: GCN5L2 inh, N370S GC mod, FEN1 inhibitor
Nc1ccnn1-c1ccccc1 reads 13%, 3%, 19%
Cc1ccc(-c2ccccc2)n1-c1ccc(C(=O)O)cc1 reads -7%, 0%, -7%
CCOc1ccc(CCNC(=O)C2=C(C)C(=O)OC23CCCCC3)cc1 reads -3%, ., 16%
Cc1cc(C)cc(OCC(=O)Nc2cccc(-c3nc4ccccc4[nH]3)c2)c1 reads -6%, ., -9%

Next compounds.
SMILES | GCN5L2 inh | N370S GC mod | FEN1 inhibitor
Cc1nnc(NC(=O)c2ccc(S(=O)(=O)N3CCCCC3C)cc2)o1 (stereo not given) | -2% | 2% | 4%
CCc1nc2ccccc2n1Cc1cc(=O)n2cc(C)ccc2n1 | 2% | 3% | 8%
O=C(Cc1cc(=O)[nH][nH]1)N/N=C/c1cccc(Cl)c1Cl | -3%&0% | 1%&3% | 11%&-9%
CCOC(=O)c1oc2c(c1C)-c1nn(Cc3cccc(Cl)c3)cc1CC2 | -1% | . | -16%
NS(=O)(=O)c1ccc(NC(=S)NCc2ccccc2Cl)cc1 | 24% | 3% | -12%
COC(=O)c1cc(-c2cccc(OC)c2)n[nH]1 | -1% | 5% | -2%
COC(=O)c1sccc1NC(=S)N1CCN(c2ccccc2F)CC1 | -3% | 7% | -2%
Cc1ccc(S(=O)(=O)/N=C(\N)c2ccc(Cl)cc2)cc1 | -16% | -1% | 8%
O=C(NC(CC(=O)N1CCN(c2ccccc2)CC1)c1ccccc1)c1ccccc1Cl (stereo not given) | 2% | 6% | -1%
Cn1c(=O)c(=O)n(C)c2cc(S(=O)(=O)N3CCCC3C(=O)NCc3cccnc3)ccc21 (stereo not given) | -4% | 15% | -1%

SMILES | GCN5L2 inh | N370S GC mod | FEN1 inhibitor
O=C(c1ccco1)N1CCN=C1SCc1cccc(F)c1 | -11% | 3% | 16%
CCOC(=O)CNS(=O)(=O)c1ccc(C)cc1 | -8% | -18% | 6%
Cn1c(SCC(=O)NNC(=S)Nc2ccccc2)nnc1-c1ccccc1 | -1% | 3% | -1%
COC(=O)C1C2CCC(C2)C1C(=O)OCC(=O)c1ccc(C)cc1 (stereo not given) | 0% | 3% | -9%
CCCC[n+]1ccn(-c2nc3ccccc3nc2[N-]S(=O)(=O)c2cccs2)c1 | -10% | 21% | 0%
CCOC(=O)Cn1c(=O)n(CC2CCCO2)c2nc(-c3ccc(C(C)C)cc3)nc(C(N)=O)c21 (stereo not given) | -13% | . | 3%
O=C(COC(=O)COc1ccc(Cl)cc1Cl)NC1CC1 | 0% | . | 6%
N#Cc1ccc(C23CC4(C2)[C@H](CN(Cc2ccc(-c5ccccc5)cc2)[C@@H]4c2ccccc2)C3c2ccc(C(F)(F)F)cc2)cc1 (stereo not given in full) | -5% | -12%&-1% | -6%
C=C(C)c1cccc(C(C)(C)NC(=O)Nc2ccc(OC)nc2)c1 | -7% | -7% | -2%
CC(CCc1ccccc1)NC(=O)CN1C(=O)NC2(CCCCC2C)C1=O (stereo not given) | -2% | . | 17%

SMILES | GCN5L2 inh | N370S GC mod | FEN1 inhibitor
O=C(NC(=S)Nc1ccc(S(=O)(=O)Nc2nccs2)cc1)C1CC1 | 1% | -15% | -4%
CCc1cc(=O)[nH]c(SCC(=O)N2CCC(Cc3ccccc3)CC2)n1 | 0% | -23% | -2%
O=C(NNC(=O)c1csc(-c2cccnc2)n1)c1ccccc1 | -6% | ? | 5%
Cc1ccc(NS(=O)(=O)c2ccc(-c3cc(C)no3)cc2)c(Br)c1 | -2% | . | -7%
CCc1nnc(NC(=O)CSc2nc3ccccc3c(=O)n2CCCOC)s1 | -1% | 11% | -1%
O/C(=C\c1ccc2ccccc2n1)c1ccncc1 | -2% | -1% | -8%
CNc1ccc(SC#N)cc1 | -13% | 0% | 1%
Cc1ccc(-c2nc3ccccc3[nH]2)cc1NC(=O)COc1ccccc1[N+](=O)[O-] | -9% | . | 1%
COc1ccc(-c2nc(C=O)cs2)cc1 | 2% | 2% | 9%
O=C(Nc1ccc(C(=O)O)cc1)Nc1cccc2ccccc12 | -5% | -9% | -11%

SMILES | GCN5L2 inh | N370S GC mod | FEN1 inhibitor
Cc1cccc2cc3c(NC(=O)c4ccccn4)nn(C)c3nc12 | -5% | 7% | 2%
C/C(=N\NC(=O)c1ccc(CN(C)S(=O)(=O)c2ccc(C)cc2)cc1)c1ccc(OC(F)F)cc1 | 3% | -2% | 0%
C/C(=N/NC(=S)Nc1ccccc1)c1ccc2c(c1)OCO2 | 31% | 15% | 6%
CCOc1ccc(-c2c(C)nn3c(C)c(C(=O)NCCc4ccc(Cl)cc4)cnc23)cc1OCC | -8% | . | -5%
CN(C)S(=O)(=O)c1cccc(NC(=O)c2n[nH]c(=O)c3ccccc23)c1 | 4% | 3% | 2%
COC(=O)c1sc(NC(=S)NC(=O)c2ccccc2C)nc1C | -6% | -10% | -4%
O=C(CN1CCN(C(=O)CNC(=O)c2ccc3c(c2)OCO3)CC1)Nc1ccccc1Cl | -3% | . | -6%
CCN(CC)C(=O)NCc1c(C)cc(C)cc1C | -1% | 7% | -2%
CC(C)Cc1nn2c(=O)cc(COC(=O)c3ccc(NC(=O)C4CCCCC4)cc3)nc2s1 | -1% | . | 2%
COC(=O)C1=C(C)N(CCc2cc(OC)c(OC)c(OC)c2)C(=O)N[C@H]1c1ccccc1 | . | -18%[12.8 µM] | 2%
O=C(NC1CC1)C1=C[C@@H](c2c[nH]c3ccccc23)C[C@@H](OCCCCO)O1 | 1% | -3% | -21%
Cc1ccc(-c2csc(NC3OC(=O)c4ccccc43)n2)cc1 (stereo not given) | -2% | -4% | -16%
CCOC(=O)CNCCC(=O)c1ccc(Br)cc1 | -5% | 18% | -7%

An excerpt from above in order of the GCN5L2 inh value, high to low.
structure,GCN5L2 inh
CN(C)S(=O)(=O)c1cccc(NC(=O)c2n[nH]c(=O)c3ccccc23)c1,4%
C/C(=N\NC(=O)c1ccc(CN(C)S(=O)(=O)c2ccc(C)cc2)cc1)c1ccc(OC(F)F)cc1,3%
CCN(CC)C(=O)NCc1c(C)cc(C)cc1C,-1%
Cc1ccc(-c2csc(NC3OC(=O)c4ccccc43)n2)cc1 (stereo not given),-2%
CCOC(=O)CNCCC(=O)c1ccc(Br)cc1,-5%
COC(=O)c1sc(NC(=S)NC(=O)c2ccccc2C)nc1C,-6%

Screening data as filed in PubChem.
